High-throughput results: PubChem, several laboratories
PfHsp90 set2 = growth inhibition of PfHsp90-expressing yeast, primary screen, antimalarial PfHsp90 inhibitor project, S. cerevisiae, BacTiter-Glo luminescence, single point, set 2; BacTiter-Glo ATP, 48 h; yeast lacking PDR1 and PDR3 efflux regulators; inhibition, % at 9.4 µM; 310,000 tested, 0.32% active; AID 504621, 2011;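 active = every replicate shows inhibition above about 80%, whatever the replicate mean, limit read from the data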;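 also: 0% = DMSO neutral controls and 100% = 20 µM radicicol positive controls; yeast relying on Plasmodium falciparum Hsp90 in place of its own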
DSG3 Ab inh = inhibitors of pemphigus antibody binding to DSG3, primary screen, biochemical, bead-based, flow cytometry, scFv-GFP; Desmoglein-3 (Homo sapiens), P32926; DSG3-coupled beads, scFv-anti-DSG3-GFP binding; stronger effect = lower value; binding (percent of control), % at 10 µM; 310,000 tested, 0.48% active; AID 588358, 2011;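 active = binding more than 3 SD below its plate's average and above zero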;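 also: hits lower antibody fragment binding to DSG3; some compounds called inactive have numbers as strong as hits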
SUMO Mot1 rescue = yeast Mot1-301 growth rescue at high temperature, primary screen, SUMOylation pathway inhibitor project, S. cerevisiae, ATP luminescence, 38.5C | AID 2716, 2010 | growth rescue, % at 18.8 µM | 320,000 tested, 1% active | S. cerevisiae Mot1-301 growth rescue; percent above DMSO median, 100 means doubled;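 active = every valid replicate shows activation above 250% relative to neutral control wells; inactive = the rest, any valid replicate at or below 250%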;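 also: OY570 slx delta 5 strain wells were the positive control but not used for scaling; some compounds called inactive have numbers as strong as hits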
PKA-R1A act = activators of PKA-R1A holoenzyme, primary screen, biochemical, fluorescence polarization, Cy5-IP20, bovine R1A, mouse PKAc; cAMP-dependent protein kinase type I-alpha regulatory subunit (Bos taurus) + …; PKA-R1A dissociation; scaled: DMSO 0%, 113 µM cGMP 100%; activation, % at 11.4 µM; 340,000 tested, 0.083% active;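 active = percent activation above the mean of all tested compounds plus 3 SD, cut at about 19% in these data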;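 also: higher means more PKAc released from R1A so a rise in polarization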
Ecoli viability = E. coli V3065 growth inhibition, primary screen, counter-screen for AddAB inhibitor project, absorbance, OD600 | 18 h | inhibition, % at 11.9 µM | AID 449728, 2010 | 330,000 tested, 0.27% active;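 active = inhibition above the campaign's mean inhibition across all tested compounds plus 3 SD, cut at about 9.9% in these data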;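 also: uninfected addAB+ strain grown without phage in ampicillin broth; 0% = DMSO wells and 100% = ciprofloxacin 0.95 µg/ml wells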
OPRM1-OPRD1 ag = agonists of OPRM1-OPRD1 heterodimerization, primary screen, cell-based, luminescence | cells | activation, % at 9.3 µM | 340,000 tested, 0.3% active | AID 504326, 2011; in the data active = activation above about 18%;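 also: 0% = vehicle-treated cells and 100% = reference agonist; values of inactives mirror those of a sister screen read the other way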
HTR5A ag ctr = HTR5A agonists in luminescence cell assay, primary screen, counter-screen for OPRM1-OPRD1 heterodimer agonist project, full-deck HTS; activation, % at 9.3 µM; 340,000 tested, 0.61% active; cell-based; in the data active = activation mostly above about 9.5%, no sharp cut-off; inactive = mostly below about 7.6%;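 also: 0% = cells with vehicle only and 100% = reference agonist; strong numbers were not always called active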
Target sequence (P47898 whole entry, looked up): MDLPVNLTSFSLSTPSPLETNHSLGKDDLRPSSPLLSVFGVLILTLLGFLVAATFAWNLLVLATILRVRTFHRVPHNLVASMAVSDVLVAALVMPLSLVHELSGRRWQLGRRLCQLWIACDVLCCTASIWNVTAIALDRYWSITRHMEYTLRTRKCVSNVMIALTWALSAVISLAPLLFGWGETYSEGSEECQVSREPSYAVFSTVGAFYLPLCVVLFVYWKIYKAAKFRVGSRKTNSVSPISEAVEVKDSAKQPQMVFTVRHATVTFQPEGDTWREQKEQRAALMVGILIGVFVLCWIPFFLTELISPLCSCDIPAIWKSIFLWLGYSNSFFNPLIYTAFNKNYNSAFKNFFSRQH
phage Ecoli inh = growth loss of phage-infected E. coli, primary screen, RecBCD inhibitor project, absorbance, with phage, HTS | inhibition, % at 11.9 µM | 360,000 tested, 0.26% active; in the data active = inhibition above about 11%
AddAB inh = growth inhibition of E. coli expressing H. pylori AddAB, primary screen, AddAB inhibitor project, absorbance; inhibition, % at 11.9 µM; 330,000 tested, 0.29% active; in the data active = inhibition above about 12%;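 also: 0% = vehicle wells of infected cells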
HTR5A inv ctr = HTR5A inverse agonists in luminescence cell assay, primary screen, counter-screen for OPRM1-OPRD1 heterodimer inverse agonist project, full-deck HTS. 5-hydroxytryptamine receptor 5A (Homo sapiens), P47898. HTR5A cell line, inverse agonism. inhibition, % at 9.3 µM. 340,000 tested, 0.083% active. AID 504634, 2011; in the data active = inhibition mostly above about 23%, no sharp cut-off; inactive = mostly below about 18%;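 also: 0% = cells with DMSO and 100% = no-cell wells with DMSO; some compounds called inactive have numbers as strong as hits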
OPRM1-OPRD1 inv = inverse agonists of MOR-DOR heterodimerization, primary screen, cell-based, luminescence. AID 504357, 2011. inhibition, % at 9.3 µM. 340,000 tested, 0.21% active. cell-based MOR-DOR heterodimer luminescence, inverse agonism; in the data active = inhibition above about 22%, passing the limit was not always enough;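 also: 0% = cells with DMSO and 100% = wells without cells with DMSO; values of inactives mirror those of a sister screen read the other way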
Numbers without * were called inactive; · = no result given; + = active, no number.

The first three compounds (preview)
SMILES	PfHsp90 set2	DSG3 Ab inh	SUMO Mot1 rescue	PKA-R1A act	Ecoli viability	OPRM1-OPRD1 ag	HTR5A ag ctr	phage Ecoli inh	AddAB inh	HTR5A inv ctr	OPRM1-OPRD1 inv
COC(=O)CC1(C(=O)OC)Oc2ccc(Br)cc2C(=O)N1c1cc(Cl)cc(Cl)c1 (centres undefined)	-4.4	·	8.7	-16.2	-0.9	0.6	6.9	2.8	-1.3	16.7	-2.9
NC(=O)c1cccnc1OCC(F)(F)F	7.7	·	-5.8	5.8	1.1	0.8	8.6	0.8	1.6	-29.9	-3.9
COc1cc(-c2nc3ccccn3c2/N=C/c2cccc(F)c2)ccc1O	-14.1	81.5	6.8	-1.3	-1.0	-1.6	0.5	2.8	2.1	6.5	7.7

Results, repeating the preview:
SMILES	PfHsp90 set2	DSG3 Ab inh	SUMO Mot1 rescue	PKA-R1A act	Ecoli viability	OPRM1-OPRD1 ag	HTR5A ag ctr	phage Ecoli inh	AddAB inh	HTR5A inv ctr	OPRM1-OPRD1 inv
COC(=O)CC1(C(=O)OC)Oc2ccc(Br)cc2C(=O)N1c1cc(Cl)cc(Cl)c1 (centres undefined)	-4.4	·	8.7	-16.2	-0.9	0.6	6.9	2.8	-1.3	16.7	-2.9
NC(=O)c1cccnc1OCC(F)(F)F	7.7	·	-5.8	5.8	1.1	0.8	8.6	0.8	1.6	-29.9	-3.9
COc1cc(-c2nc3ccccn3c2/N=C/c2cccc(F)c2)ccc1O	-14.1	81.5	6.8	-1.3	-1.0	-1.6	0.5	2.8	2.1	6.5	7.7
Cn1c(Cc2cccs2)nnc1SCC(=O)Nc1ccc(C(N)=O)cc1	2.0	103.3	54.2	-7.6	2.4	-2.8	-6.8	1.6	0.3	18.4	14.4
Cc1cc(=O)oc(C)c1C(=O)NCc1ccc(F)cc1	0.8	101.0	1.3	17.3	2.6	-1.1	2.3	1.2	1.1	-12.6	5.6
O=C(CCCC(=O)c1ccccc1)NCc1ccccc1	-7.2	110.2	-27.9	-13.3	-1.7	-1.5	2.3	1.5	2.4	-8.7	7.5
O=C(c1ccccc1F)N(Cc1ccccc1)C1CCS(=O)(=O)C1 (centres undefined)	-6.5	97.8	-11.1	1.9	-0.5	1.2	-1.9	2.7	-1.6	1.5	-7.0
Cc1ccccc1C(=O)Nc1ccnn1C1CCN(Cc2cccnc2)CC1	16.8	107.6	3.5	-9.3	2.7	-1.2	4.4	1.0	2.1	15.5	4.0
COC(=O)CSc1nnc(CNC(=O)c2ccc(OC)c(OC)c2)n1C	0.3	99.7	-11.3	1.6	0.6	-3.2	-0.5	1.1	-2.9	1.3	14.8
O=C(C[C@H]1C/C=C\C[C@H](NC(=O)OCC2c3ccccc3-c3ccccc32)C(=O)OC[C@H](Cc2ccccc2)NC1=O)N[C@H](CO)Cc1ccccc1	-9.0	92.2	12.3	9.3	-1.9	-0.7	4.6	0.8	-0.4	1.0	3.8
CCC(C)(C)NC(=O)Cn1c(-c2ccc(C)cc2)noc1=O	19.5	98.9	-1.5	2.5	0.4	-2.2	-0.7	3.4	0.1	1.9	11.0
O=C(OCc1c(-c2ccccc2)ncc2ccccc12)N1CCOCC1	-0.2	103.4	-2.3	3.6	0.2	-2.6	1.0	1.9	-1.3	-9.7	13.9
CCOc1cc2c(cc1C=O)OC(C)C2 (centres undefined)	1.7	92.8	6.1	-6.3	-2.1	-1.6	-2.3	0.1	2.8	6.5	7.5
COC(=O)c1cc(CNC(=O)c2ccc(N3CCCC3)c([N+](=O)[O-])c2)ccc1OC	-9.9	112.4	-6.7	-2.8	3.5	0.1	0.8	-0.1	5.0	-2.2	-0.4
Cc1cc(OCc2cc3c(cc2Cl)OCO3)c2c(C)cc(=O)oc2c1	-13.8	95.5	11.2	-4.2	3.4	-2.1	-3.3	6.1	-1.7	7.9	10.5
Cc1sc2ncnc(SCC(=O)NC(C)(C)C)c2c1C	23.3	111.2	-2.7	5.4	2.5	-2.4	4.9	4.7	3.3	5.5	11.6
COCCNC(=S)N1CCN(C/C=C/c2ccccc2)CC1	-29.2	100.6	6.8	-2.8	0.3	-0.4	-1.0	3.3	1.9	-8.4	2.1
CSc1ncccc1C(=O)OCC(=O)NC(=O)NCCC(C)C	-1.2	103.1	86.3	10.8	-0.6	0.7	1.1	2.1	4.3	-11.1	-3.7
Cc1cccc(Cn2c(C(=O)OC(C)C)cc3c2ccn3C)c1	-12.2	103.4	+	8.7	-2.1	11.7	1.1	2.8	2.1	6.3	-61.4
COc1ccc(-c2cc(C(=O)Nc3ccccc3SC)no2)cc1	38.4	·	60.7	6.2	2.3	-1.9	-1.1	2.7	4.2	-18.8	12.0
CCNC(=O)NC(=O)C(C)OC(=O)CCCSc1nc2ccccc2s1 (centres undefined)	-7.2	107.9	-1.2	-14.5	1.8	-0.9	-0.5	4.9	1.9	15.6	4.9
Cc1ccccc1NC(=O)Cc1nc(COC(=O)COc2cccc(C)c2C)cs1	-1.5	·	-0.6	1.1	0.9	-2.3	-1.4	-1.0	3.1	3.7	12.2
CCN(CC)S(=O)(=O)c1ccc2c(c1)nc(CCC(=O)Nc1ccc(N3CCOCC3)cc1)n2C	-1.2	96.6	2.1	1.3	-2.7	-0.7	-3.2	1.8	-2.0	8.3	3.0
Cc1cccc(Cn2cnc3c(N)c(C)c(C)cc32)c1	-15.9	106.5	-6.1	-13.8	0.5	-3.5	-1.1	5.5	4.9	3.0	18.2
Cc1ccc(S(=O)(=O)n2ccc3c2CCCC3=O)cc1	-4.5	103.8	-22.3	-1.4	2.4	-2.0	-0.8	-0.5	-3.4	3.0	9.2
Following part
SMILES	PfHsp90 set2	DSG3 Ab inh	SUMO Mot1 rescue	PKA-R1A act	Ecoli viability	OPRM1-OPRD1 ag	HTR5A ag ctr	phage Ecoli inh	AddAB inh	HTR5A inv ctr	OPRM1-OPRD1 inv
COc1cccc(-c2cc3c(-n4cccc4)ncnc3o2)c1	-22.0	104.2	11.7	-11.5	-1.4	-1.6	4.5	2.1	1.5	-16.2	9.2
O=[N+]([O-])c1cc(-c2nnc(Nc3ccccc3)c3ccccc23)ccc1N1CCOCC1	12.7	93.1	17.0	-1.0	1.4	-1.9	-1.2	4.4	2.6	2.8	9.3
CCCc1[nH]n(-c2ccc(F)cc2)c(=O)c1C=Nc1cccc(F)c1	-1.1	94.3	-0.2	-8.2	0.8	-1.0	2.9	3.7	1.9	-7.7	5.1
O=C(O)c1cc(=O)n(Cc2ccccc2)c(=O)[nH]1	2.1	83.4	-6.2	1.6	·	-2.3	0.5	-1.9	·	-2.0	10.9
O=C(c1cccs1)c1c[nH]cc1-c1ccccc1	·	107.7	16.1	·	-3.4	·	·	1.0	0.8	·	·
O=C(Cn1cc(C(=O)c2ccco2)c2ccccc21)NC1CCCCC1	-1.9	104.9	-3.0	-5.4	1.0	-0.2	3.1	2.9	1.5	-8.0	1.2
COc1ccc(C(=O)Oc2ccc3ccc(=O)oc3c2)cc1OC	19.0	99.7	-15.5	-7.0	1.3	1.2	1.0	-0.5	1.6	1.2	-8.5
CCOc1cc2[nH]c(=O)n(CCCC(=O)NCc3ccc(OC)cc3)c(=O)c2cc1OCC	-79.2	99.5	47.3	-3.8	-0.7	-1.9	-3.0	3.5	1.6	8.2	8.2
CCc1noc(C)c1C(=O)OCC(=O)NC(=O)c1ccccc1OC	0.4	100.6	3.8	-0.7	0.9	-2.7	-1.5	4.5	-0.6	2.1	18.3
CCc1ccc(NC(=O)Cn2nc(C(=O)O)c3ccccc3c2=O)cc1	-3.6	120.8	-1.5	-7.0	-0.1	5.9	5.5	1.8	-1.4	-16.3	-47.9
COc1ccc(S(=O)(=O)N2CCOC2CNC(=O)C(=O)NCCc2ccccc2)cc1C (centres undefined)	-9.2	113.3	-7.7	2.0	15.3*	0.5	0.5	3.7	42.8*	-1.1	-2.5
CC(=O)/C(=N/Nc1ccc(C)cc1)Sc1nnc(CCc2ccccc2)n1-c1ccccc1	-23.5	99.0	0.8	1.0	-1.8	0.3	4.1	3.6	0.7	-9.3	-1.9
NC(=O)c1ccccc1NC(=O)CCCc1ccccc1	-12.6	103.2	9.6	-13.8	2.7	-3.8	-2.1	-0.2	4.3	7.8	17.5
CC(O)[C@@H](C(=O)N1CCNCC1)n1cc(CCCCN)nn1 (some centres undefined)	2.8	103.1	-12.0	6.6	2.4	-1.1	0.5	-0.9	1.6	-1.0	6.4
C(=N\Nc1ccccn1)/c1c[nH]c2ccccc12	4.3	108.5	-7.4	3.7	-2.7	-2.6	1.5	1.9	1.5	13.2	13.3
Cc1ccc(-c2cc(C(=O)Nc3ccccc3C(N)=O)c3ccccc3n2)o1	·	107.7	-5.0	·	-1.0	·	·	-1.8	4.3	·	·
COc1cccc(NC(=O)C(OC(=O)/C=C/c2ccc3c(c2)OCO3)c2ccccc2)c1 (centres undefined)	-9.3	101.6	-12.7	-1.3	-1.6	3.5	4.0	1.2	1.0	-11.1	-15.3
O=C(CN(C(=O)CNS(=O)(=O)c1ccccc1)c1ccc2c(c1)OCCO2)NCc1ccco1	-5.9	104.4	-7.5	-7.2	1.0	-2.9	-3.6	1.6	2.6	12.5	12.1
CC1Cc2ccccc2N1C(=O)COC(=O)Cc1ccc(F)cc1 (centres undefined)	-9.3	96.4	25.5	5.6	-0.4	-1.5	-4.0	0.2	0.7	12.0	9.9
Cn1c(S(=O)(=O)O)nc2ccccc21	-20.7	97.2	-27.9	3.3	1.5	-0.4	-3.2	2.3	0.4	10.1	2.2
COc1ccc(C(=O)N2CCCC(c3ccccc3)=N2)cc1	5.1	·	-10.4	·	-1.0	·	·	2.6	3.5	·	·
O=C(CSc1nc2ccccc2s1)NCCOc1ccc(Cl)cc1	5.1	107.2	11.6	-11.1	-1.1	1.6	0.4	3.1	4.8	-9.8	-8.8
O=C1OC(CCl)CN1Cc1c(Cl)cccc1Cl (centres undefined)	-2.4	·	-10.9	1.7	-1.8	-3.5	1.3	-0.1	0.5	-6.8	17.3
c1ccc(-c2noc(-c3cccs3)n2)nc1	5.4	105.3	-0.6	-1.7	-2.7	-0.6	-1.1	·	0.2	8.7	3.5
O=C(Nc1cccc(C(F)(F)F)c1)c1cc(-c2ccc(F)cc2)on1	·	66.3	8.4	1.8	-3.1	3.0	8.1	1.6	1.1	-46.0	-16.6
COc1ccc(OCC(O)Cn2c(=N)n(Cc3ccccc3)c3ccccc32)cc1 (centres undefined)	12.9	107.8	-2.5	-8.5	1.5	-1.0	-0.2	3.3	5.6	17.8	5.2
CCOc1ncccc1C(=O)NCCc1ccc(S(N)(=O)=O)cc1	-188.2	·	-2.8	5.8	0.1	-1.3	4.8	2.0	3.4	-4.3	8.0
